Assay outcomes as filed in PubChem.
Pf growth 96h – Primary qHTS for delayed death inhibitors of the malarial parasite plastid, 96 hour incubation; 320,000 tested, 6.9% active; AID 504834, 2011; Potency, µM (highest dose often 28.7 µM), inactives show at the highest dose activity change, negative = inhibition, hits mostly inhibitors; P. falciparum luciferase reporter growth, 96 h; note: potency is the fitted concentration of half-maximal effect; % is set by controls: 0 for no effect and ±100 for the full control effect
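Delayed-death screen, second-generation endpoint: infected erythrocytes, 2% hematocrit, 0.05% parasitemia final; 96 hours at 37 C, 5% CO2; luciferase detection reagent; luminescence decrease equals reduced growth.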
AmpC no deterg – qHTS Inhibitors of AmpC Beta-Lactamase (assay without detergent); P00811; AmpC nitrocefin hydrolysis, absorbance 480 nm, 0.0001% Triton; Potency, µM (titrated, usually from 57.1 µM), for inactives: at the highest dose activity change, negative = inhibition, hits mostly inhibitors; 330,000 tested, 0.52% active;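 note: potency is the fitted concentration of half-maximal effect; plate controls were no compound for no effect and no enzyme for full effect; nearly all actives have a fitted effect of over 20% in size; some results filed as inactive show a strong effect at the top dose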
Target sequence (P00811 whole entry, looked up): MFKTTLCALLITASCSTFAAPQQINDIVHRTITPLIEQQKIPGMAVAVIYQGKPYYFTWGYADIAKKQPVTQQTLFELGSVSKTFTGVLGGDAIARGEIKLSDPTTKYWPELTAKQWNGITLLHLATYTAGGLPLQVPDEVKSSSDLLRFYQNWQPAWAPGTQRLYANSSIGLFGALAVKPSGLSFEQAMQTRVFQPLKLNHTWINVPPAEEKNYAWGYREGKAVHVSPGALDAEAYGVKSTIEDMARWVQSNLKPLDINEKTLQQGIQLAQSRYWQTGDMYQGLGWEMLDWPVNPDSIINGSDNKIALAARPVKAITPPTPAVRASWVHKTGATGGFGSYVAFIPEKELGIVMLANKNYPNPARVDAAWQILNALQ
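AmpC (5.3 nM in the dispensed reagent) in 20 mM phosphate pH 7.0 with 0.01% (detergent screen) or 0.0001% Triton X-100 was preincubated with compounds for 15 min at room temperature. Nitrocefin was then added from an 800 uM solution, and hydrolysis was followed at 480 nm.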
Pf growth 48h – Primary qHTS for delayed death inhibitors of the malarial parasite plastid, 48 hour incubation; 310,000 tested, 5.9% active; Potency, µM (titrated, usually from 28.7 µM), for inactives: at the top dose activity change, negative = inhibition, most hits filed as inhibitors; P. falciparum luciferase growth in erythrocytes, 48 h; note: potency is the fitted concentration of half-maximal effect; % is set by controls: 0 for no effect and ±100 for the full control effect
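Firefly luciferase activity from engineered P. falciparum reports growth; inhibitors lower the luminescent signal. Cultures contained 2% hematocrit erythrocytes at 0.1% final parasitemia.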
Cycloheximide cs – Cycloheximide Counterscreen for Small Molecule Inhibitors of Shiga Toxin | cell reporter, cycloheximide protein synthesis inhibition counterscreen | max response, % | 300,000 tested, 12% active | AID 2314, 2010; in the data active = max response mostly above about 13%, no sharp cut-off; inactive = mostly below about 14%; note: read at 38.3 µM for the half of the compounds with a filed dose; 0% is about no effect
Tb PYK inh – qHTS of Trypanosoma Brucei Inhibitors; AID 624173, 2012; pyruvate kinase (Trypanosoma brucei), Q57TT1; TbPYK enzyme, Kinase-Glo Plus ATP luminescence, 45 min; Potency, µM (series often up to 76.8 µM), for the others: at the highest dose activity, negative = inhibition, most hits filed as inhibitors; 410,000 tested, 0.12% active; note: potency is the fitted concentration of half-maximal effect; % is set by controls: 0 for no effect and ±100 for the full control effect; nearly all actives have a fitted effect of over 50% in size
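T. brucei PYK with substrate was exposed to pin-transferred compounds across a concentration series, then started with 130 uM ADP (final). After 45 min at room temperature, Kinase-Glo Plus luminescence was read, normalized and curve-fitted.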
LmPK inh – qHTS Assay for Inhibitors of Leishmania Mexicana Pyruvate Kinase (LmPK); Q27686; purified LmPK, Kinase-Glo ATP luminescence, 1 h; Potency, µM (highest dose often 57.5 µM), without a hit: top-dose activity change, negative = inhibition, usual class: inhibitors; 290,000 tested, 0.37% active; AID 1721, 2009; note: potency is the fitted concentration of half-maximal effect; % is set by controls: 0 for no effect and ±100 for the full control effect
Target sequence (Q27686 whole entry, looked up): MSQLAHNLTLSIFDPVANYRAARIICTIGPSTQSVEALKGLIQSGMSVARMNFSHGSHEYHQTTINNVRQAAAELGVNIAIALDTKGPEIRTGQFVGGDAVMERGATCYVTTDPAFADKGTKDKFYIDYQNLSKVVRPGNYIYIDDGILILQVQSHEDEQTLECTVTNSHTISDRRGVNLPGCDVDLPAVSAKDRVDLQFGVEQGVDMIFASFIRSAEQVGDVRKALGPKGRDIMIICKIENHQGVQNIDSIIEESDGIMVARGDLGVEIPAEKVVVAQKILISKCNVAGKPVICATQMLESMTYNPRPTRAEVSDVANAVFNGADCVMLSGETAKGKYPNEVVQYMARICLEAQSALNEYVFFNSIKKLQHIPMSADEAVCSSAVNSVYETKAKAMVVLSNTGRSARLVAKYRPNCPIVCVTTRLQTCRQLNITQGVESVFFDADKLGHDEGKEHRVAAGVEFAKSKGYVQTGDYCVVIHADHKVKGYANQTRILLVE
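Pyruvate kinase activity monitored as ATP production (luciferase luminescence). Conditions: 0.1 nM enzyme, 0.5 mM PEP, 0.1 mM ADP, 1 h, RT; normalized against uninhibited and no-enzyme wells.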
Shiga toxin inh – A qHTS for Small Molecule Inhibitors of Shiga Toxin; Vero cells, Shiga toxin protein synthesis inhibition reporter; inhibition, % at 38.7 µM; 290,000 tested, 9.2% active; in the data active = inhibition mostly above about 28%, no sharp cut-off; inactive = mostly below about 43%; note: 0% is about no effect
* = called active by the depositor; ? = inconclusive; · = not tested or not shown; [ ] = remark or other dose. Unless noted, calls come from the whole dose curve; as a rule, active = well fitted curve in the direction sought with a large enough effect; inconclusive = small, poorly fitted or top-dose-only effect, or another doubt; inactive = no such curve, though single readings can be large; an effect the other way counts as inactive or inconclusive.

1) O=C(COC(=O)c1ccc([N+](=O)[O-])o1)Nc1cccc(S(=O)(=O)N2CCCCC2)c1
2) CCC(C)c1ccc(O)c(NC(=S)NC(=O)c2cccnc2)c1 (stereo not drawn)
3) Cc1cc(NC(=O)CSc2ccc3nnc(-c4ccccn4)n3n2)no1
4) CC(=O)Nc1ccc(NC(=O)Cn2nc([N+](=O)[O-])c(Br)c2C)cc1
5) COc1ccc(C=O)cc1CSc1ccccn1
6) COC(=O)[C@@H](NC(=O)Nc1cccc(Br)c1)C(C)C
7) CC(=O)Nc1ccc(NC(=O)c2ccc3c(c2)C(=O)N(c2ccccc2C)C3=O)cc1
8) COc1ccc(OC)c(NC(=O)CSc2ncnc3c2cnn3-c2ccccc2Cl)c1

assay / entry,1,2,3,4,5,6,7,8
Pf growth 96h,-1%,26%,12µM*,?,54%[activator],26%,-6%,-27%
AmpC no deterg,-48%,-46%,-10%,-23%,-15%,-10%,-3%,-3%
Pf growth 48h,-14%,?,?,0%,7%,20%,12%,10µM*
Cycloheximide cs,-1,12,-1,1,11*,-2,-2,-1
Tb PYK inh,4%,-22%,-2%,1%,-13%,2%,-4%,-5%
LmPK inh,4%,9%,0%,0%,1%,3%,-1%,6%
Shiga toxin inh,-7,-1,-3,-24,14,-10,-4,4

9) Cc1ccnc(NC(=O)CCC(=O)N(CC(=O)NCc2ccccc2)Cc2cccs2)c1
10) C=C(C)CN(CC)C(=O)CN1C(=O)NC2(CCCc3ccccc32)C1=O (stereo not drawn)
11) Cc1cc(C)c2c(=O)[nH]c(SCc3ccccc3)nc2n1
12) Cc1ccc(C(=O)N/N=C\c2cccn2C)cn1
13) CC(NC(=O)Nc1ncccn1)(C(F)(F)F)C(F)(F)F
14) CN1CCN(C(=O)/C(=C\c2cccnc2)NC(=O)c2cccc(Br)c2)CC1
15) CCn1cc(C(=O)N(C)c2ccc(OC)cc2OC)c2cc(OC)c(OC)cc2c1=O
16) [N-]=[N+]=NC[C@H](Cc1ccccc1)N1CCN(Cc2ccccc2)CCC1=O

assay / entry,9,10,11,12,13,14,15,16
Pf growth 96h,-11%,17%,?,?,?,-23%,1%,?
AmpC no deterg,37%,-13%,-36%,-15%,-17%,-7%,-1%,34%
Pf growth 48h,-20%,-2%,24%,?,2%,-11%,-4%,3%
Cycloheximide cs,6,-4,-2,21,3,1,47*,-1
Tb PYK inh,-7%,-3%,3%,-5%,4%,0%,5%,12%
LmPK inh,-1%,-13%,9%,0%,3%,3%,2%,1%
Shiga toxin inh,16,-22,3,23,-9,20,58*,-5

17) CCCn1c(SCC(=O)N2CC(=O)Nc3ccccc32)nc2ccccc21
18) O=C(NC1CC1)C1CCCN(C(=O)NC2CCCCC2)C1 (stereo not drawn)
19) NS(=O)(=O)c1cccc(N2CCNCC2)c1
20) CCOC(=O)C1(C)NC(c2ccc(OC)cc2OC)C2C(=O)N(c3cccc(OC)c3)C(=O)C21 (stereo not drawn)
21) C=CCOC(=O)C1=C(C)Nc2nnnn2C1c1cccc(OC)c1OC (stereo not drawn)
22) COCc1cc(C)nc(Sc2nc3c(c(=O)n(C)c(=O)n3C)n2C)c1C#N
23) COC(=O)c1c(NC(=O)c2ccc(N(C)S(=O)(=O)c3ccc(C)cc3)cc2)sc2c1CCCC2
24) COc1c(C)cc(Br)cc1C(=O)Nc1cccc(NC(=O)c2ccco2)c1

assay / entry,17,18,19,20,21,22,23,24
Pf growth 96h,-7%,?,47%[activator],·,·,-51%,?,·
AmpC no deterg,-9%,-6%,-1%,30%,-14%,-16%,-31%,-8%
Pf growth 48h,-10%,12%,4%,·,-10%,?,?,?
Cycloheximide cs,-2,-4,-1,-2,-5,44,-2,-1
Tb PYK inh,-9%,1%,-7%,-6%,-8%,-6%,-7%,3%
LmPK inh,0%,-10%,-3%,3%,-2%,-1%,2%,-2%
Shiga toxin inh,6,-12,-14,-13,-19,-6,-10,3

25) O=C1C2C3C=CC(C2C(=O)N1c1ccc(O)cc1)C1C2C(=O)N(c4ccc(O)cc4)C(=O)C2C31 (stereo not drawn)
26) Cc1cc(C)c(S(=O)(=O)N2CCCCC2CCNC(=O)C(=O)NCC2CCCO2)c(C)c1 (stereo not drawn)
27) CN(C(=O)c1cccc(NC(=O)Cc2ccccc2)c1)c1ccccc1
28) Cc1[nH]c(=S)c(C#N)c(C)c1CCC#N
29) CCC(/C=N/Nc1ccc(S(=O)(=O)N2CCCC2)cc1[N+](=O)[O-])CC
30) Cc1cc(OCC(=O)NCc2cccnc2)c2c(C)c(C)c(=O)oc2c1
31) COc1ccc(OCc2cc(C(=O)N[C@H]3CCCCNC3=O)no2)c(Cl)c1
32) COc1ccc(CCNC(=O)Cn2c(=O)n(CCCC(=O)NCc3ccco3)c(=O)c3sccc32)cc1OC

assay / entry,25,26,27,28,29,30,31,32
Pf growth 96h,53%[activator],?,-27%,25%,-2%,?,-24%,?
AmpC no deterg,-28%,170%[activator],-26%,-14%,-23%,-2%,50%,-12%
Pf growth 48h,10%,?,13%,-2%,-4%,-12%,40%[activator],-22%
Cycloheximide cs,-3,·,1,1,-2,8,49*,-1
Tb PYK inh,-1%,-1%,-2%,?,2%,0%,0%,5%
LmPK inh,3%,·,-6%,42%,-2%,-2%,-1%,1%
Shiga toxin inh,2,·,8,-15,11,-2,58*,33

33) COc1ccc(OC)c(NC(=S)NCc2cccnc2)c1
34) O=C1CC(SC2=NCCS2)C(=O)N1c1cccc(Cl)c1Cl (stereo not drawn)
35) O=S(=O)(/N=C(/c1ccccc1)N1CCCCC1)c1ccccc1
36) Cc1ccccc1NC(=O)CCC(=O)N/N=C/c1ccc(F)cc1
37) COc1ccc(-c2nc(C(=O)NCCCN3CCOCC3)cc3c2[nH]c2ccccc23)cc1OC
38) Cc1cccc(NC(=S)N/N=C2\CC(C)(C)Oc3ccc(O)cc32)c1
39) CCN(CC)C1CCN(C(=O)c2ccc(OC3CCN(CCc4ccccc4)CC3)cc2)C1 (stereo not drawn)
40) O=C(CSc1nnc(COc2ccc(Br)cc2)o1)NC1CCCCC1

assay / entry,33,34,35,36,37,38,39,40
Pf growth 96h,?,2%,?,32%[activator],5.2µM*,?,33%[activator],49%[activator]
AmpC no deterg,-16%,-37%,-10%,-15%,243%[activator],?,29%,-8%
Pf growth 48h,-12%,9%,36%[activator],9%,?,?,?,-6%
Cycloheximide cs,2,13,-1,5,-5,-1,2,-2
Tb PYK inh,-9%,-6%,0%,1%,1%,-6%,31%,0%
LmPK inh,-4%,-2%,-3%,-3%,-1%,0%,8%,0%
Shiga toxin inh,26,-3,-5,-1,-12,-7,-6,-5

41) O=C(COC(=O)C1CC2C=CC1C2)Nc1cccc(S(=O)(=O)N2CCCCCC2)c1 (stereo not drawn)
42) C[C@@H](NC(=O)c1nc[nH]c1C(=O)NCC(=O)OC(C)(C)C)c1ccccc1
43) Cc1csc(=N)n1Cc1ccccc1
44) N#C/C(=C\c1ccc(OC(=O)c2ccc(Br)s2)cc1)c1nc2ccccc2[nH]1
45) CN(Cc1ccon1)C(=O)CC1C(=O)NCCN1Cc1ccccc1C(F)(F)F (stereo not drawn)
46) CC1CCCN(S(=O)(=O)c2coc(C(N)=O)c2)C1 (stereo not drawn)
47) COc1ccc(CCNC(=O)c2ccc3c(=O)n4c(nc3c2)CCC4)cc1OC
48) CCc1ccc(-c2nn(-c3cc(Cl)ccc3[N+](=O)[O-])c(=O)c3ccccc23)cc1

assay / entry,41,42,43,44,45,46,47,48
Pf growth 96h,4%,0%,106%[activator],?,?,?,9%,9.3µM*
AmpC no deterg,-18%,32%,-14%,-23%,8%,-4%,-4%,-18%
Pf growth 48h,-31%,15%,-4%,31%[activator],-17%,6%,-24%,?
Cycloheximide cs,-3,4,-3,22*,-1,6,·,-4
Tb PYK inh,26%,-3%,-8%,-12%,0%,-4%,3%,-5%
LmPK inh,0%,5%,-4%,1%,-12%,0%,·,0%
Shiga toxin inh,15,-3,-9,38*,-2,10,·,-9

49) CCNc1nnc(-c2ccncc2)s1
50) Cc1onc(-c2ccccc2)c1-c1nnc(COC(=O)c2ccc(O)cc2)o1
51) O=C(CCCn1cc([N+](=O)[O-])cn1)NC1CCCCCC1
52) COCCCN(CC(=O)O)S(=O)(=O)c1cccc(Cl)c1
53) COc1ccc(Cl)cc1NC(=S)Nc1ccccc1F
54) CS(=O)(=O)Cc1ccc(C(=O)N2CCCC2c2cccs2)cc1 (stereo not drawn)
55) CCOc1c(C)cc(S(=O)(=O)NCc2cccnc2)c(C)c1C
56) Cc1ccc(-n2nc3cc(C)c(N)cc3n2)cc1
57) CCOc1ccc(NC(=O)COC(=O)c2c(OC)cccc2OC)cc1
58) Cc1cccc(N(CC(N)=O)C2SC(=O)NC2=O)c1 (stereo not drawn)

assay / entry,49,50,51,52,53,54,55,56,57,58
Pf growth 96h,116%[activator],?,10%,16%,23%,13%,12%,·,-29%,-16%
AmpC no deterg,-1%,-23%,-11%,-10%,-16%,17%,-8%,-12%,-18%,-14%
Pf growth 48h,34%[activator],-19%,261%[activator],5%,24%,24%,14%,135%[activator],0%,11%
Cycloheximide cs,-2,·,-8,-1,-2,0,1,53*,0,4
Tb PYK inh,5%,-7%,-4%,0%,-1%,10%,-4%,-17%,3%,-6%
LmPK inh,-9%,·,-3%,-5%,1%,1%,3%,-15%,1%,8%
Shiga toxin inh,8,·,14,-14,3,-5,·,96*,-6,-4
